Assay outcomes deposited in PubChem BioAssay by several laboratories.
NALP1 yeast inh: NALP1 inflammasome inhibitors in reconstituted yeast, colorimetric, S. cerevisiae, triplicate retest; S. cerevisiae NALP1/ASC/caspase-1 growth, X-gal OD620, 72 h; inhibition, % at 10 µM; 280,000 compounds, 0.61% hits; AID 2071, 2009; in the data active means inhibition mostly above about 24%, no sharp cut-off; inactive means mostly below about 32%; further: some compounds called inactive have numbers as strong as hits
VIM-2 inh: VIM-2 metallo-beta-lactamase inhibitors, primary screen, biochemical, epi-absorbance readout, Pseudomonas aeruginosa enzyme; 290,000 compounds, 0.89% hits; purified VIM-2, nitrocefin hydrolysis, epi-absorbance fluorescence; inhibition, % at 5.6 µM;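 active means inhibition above the mean of all tested compounds plus 3 SD, cutoff set per screening run, cut at about 7.5% in these data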;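 further: red hydrolysis product quenches plate fluorescence so inhibitors raise well fluorescence; 0% = enzyme with DMSO and 100% = DMSO without enzyme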
IMP-1 inhibitor: IMP-1 metallo-beta-lactamase inhibitors, primary screen, biochemical, epi-absorbance readout, Pseudomonas aeruginosa enzyme. purified IMP-1, nitrocefin hydrolysis, epi-absorbance fluorescence. inhibition, % at 5.6 µM. 290,000 compounds, 0.45% hits. AID 1556, 2009;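 active means inhibition above the mean plus 3 SD of all compounds in the same screening run, cut at about 4.5% in these data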;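 further: 0% = IMP-1 with DMSO and 100% = DMSO wells lacking enzyme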
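Assay system: purified IMP-1; Quantity: IMP-1 0.2 nM before substrate addition; Medium: HEPES buffer pH 7.1 with ZnSO4 and Brij 35; Incubation: 15 min enzyme–compound preincubation, then 25 min nitrocefin reaction, 25 °C; Signal: fluorescence quenching readout, ex 480/em 530 nm; Controls: DMSO with and without IMP-1; Repeats: singlicate testing.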
MEKK2 WT-MEK5: modulators of MEK5 binding to wildtype MEKK2, primary screen, biochemical, multiplex bead flow cytometry, Alexa488-MEK5; Mitogen-activated protein kinase kinase kinase 2 (Homo sapiens), Q9Y2U5; Alexa488-MEK5 binding to MEKK2 WT; actives lie on both sides; binding response (% of control), % at 10 µM; 290,000 compounds, 1.1% hits; in the data active means binding response below about 67% or above about 130%
FID counter: compounds displacing fluorescent DNA intercalator, primary screen, artefact control for HCV NS3 helicase inhibitor project, biochemical, FID fluorescence | AID 1845, 2009 | 290,000 compounds, 0.17% hits | inhibition, % at 7.9 µM | DNA fluorescent intercalator displacement; in the data active means inhibition above about 37%;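 further: 0% = vehicle and 100% = reference compound; higher means more ethidium bromide displaced from hairpin DNA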
UBC9 SUMO inh: inhibitors of in vitro SUMOylation cascade, primary screen, biochemical, HTRF, uHTS. SUMO-conjugating enzyme UBC9 (Homo sapiens), P63279. HTRF SUMOylation assay, SAE1/SAE2 + UBC9. inhibition, % at 35 µM. 290,000 compounds, 0.36% hits. AID 2006, 2009; in the data active means inhibition above about 50%, passing the limit was not always enough; further: strong numbers were not always called active
Target sequence (P63279 whole entry, looked up): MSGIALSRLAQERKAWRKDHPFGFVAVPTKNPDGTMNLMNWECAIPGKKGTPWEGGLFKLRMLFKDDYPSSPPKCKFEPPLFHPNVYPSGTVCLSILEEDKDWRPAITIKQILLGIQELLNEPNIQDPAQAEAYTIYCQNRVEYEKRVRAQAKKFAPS
NS3 helicase inh: inhibitors of HCV NS3 helicase, primary screen, biochemical, Cy5 molecular beacon fluorescence; Hepatitis C virus NS3 helicase; NS3 helicase DNA unwinding; inhibition, % at 10.9 µM; 290,000 compounds, 0.56% hits;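 active means inhibition above the mean of all tested compounds plus 3 SD, set per campaign, cut at about 35% in these data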;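 further: 0% = DMSO wells and 100% = thioflavine S control wells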
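System: Hepatitis C virus NS3 helicase domain fragment enzyme | Reagent: Annealed dual-labelled DNA beacon duplex, ATP-started | Compound dosing: 10.9 µM single point, 0.8% DMSO | Incubation: 1 h reaction at 25 °C, ATP-initiated | Technique: Cy5 fluorescence | Evaluation: Percent inhibition from t60/t0 fluorescence ratio | Benchmarks: Low DMSO, high thioflavine S at 110 µM | Replication: Singlicate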
MEKK2mut PB1 HTS: MEK5 binding signal on mutant MEKK2 PB1, primary screen, biochemical, multiplex bead flow cytometry, Alexa488-MEK5; percent response, % at 10 µM; Alexa488-MEK5 binding to MEKK2 mutant; 290,000 compounds, 0.35% hits; in the data active means percent response above about 24%, passing the limit was not always enough; further: inactives centre near 1; some results filed as inactive read as strong as hits
PfM18AAP inh: PfM18AAP inhibitors, malaria aminopeptidase, primary screen, biochemical, QFRET, recombinant enzyme; M18 aspartyl aminopeptidase (Plasmodium falciparum 3D7); H-Glu-NHMec fluorogenic cleavage; inhibition, % at 7.35 µM; 290,000 compounds, 1.2% hits; AID 1822, 2009;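 active means inhibition above the campaign mean inhibition over all tested compounds plus 3 SD, cut at about 28% in these data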;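 further: 0% = plate median of test compound wells and 100% = 2 mM ZnCl2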
* = called active by the depositor; . = no result given. Hits appear at their usual frequency (roughly 4.7% active in at least one column).

SMILES | NALP1 yeast inh | VIM-2 inh | IMP-1 inhibitor | MEKK2 WT-MEK5 | FID counter | UBC9 SUMO inh | NS3 helicase inh | MEKK2mut PB1 HTS | PfM18AAP inh
O=C1C(Oc2ccc(Cl)cc2)C(c2ccc3c(c2)OCO3)N1CC1CCCO1 (centres undefined) | 11 | -5.4 | -3.1 | 99 | -18 | 14 | 1 | -4 | -1
COc1cccc(OC)c1C(=O)N1CCNCC1 | 11 | -3.1 | -0.1 | 111 | -3 | 66 | -7 | 6 | -3
Nc1nc(-c2ccco2)nc(N2CCCCC2)n1 | 4 | -6.0 | -5.0 | 98 | 1 | 12 | 2 | -2 | 6
CC1=CCC(C(=O)O)C(C(=O)Nc2nc3ccc(S(C)(=O)=O)cc3s2)C1 (centres undefined) | -98 | 1.2 | 0.9 | 95 | -8 | 10 | -1 | 2 | 1
CCc1nc2ccccc2c(C(=O)Nc2ccc(C)cc2)c1C | 18 | -2.1 | -2.8 | 108 | -6 | 14 | -9 | 10 | -6
O=C(O)C1CCN(C(=O)c2ccccc2N2C(=O)[C@@H]3Cc4c([nH]c5ccccc45)C(c4cccc(Cl)c4)N3C2=O)CC1 (some centres undefined) | -2 | -3.0 | -2.1 | 103 | -36 | 3 | -15 | 3 | 4
CN(C(=O)COc1ccc(Cl)cc1Cl)c1nnc(C23CC4CC(CC(C4)C2)C3)s1 | 35 | 0.8 | -1.8 | 104 | -5 | -2 | 5 | -1 | 0
Cc1cc(C(C)(C)C)cc(C)c1COC(=O)C1CCC(=O)N1 (centres undefined) | 4 | -3.3 | -5.7 | 98 | -30 | 18 | 0 | 2 | -7
Cc1cc([N+](=O)[O-])c(C)cc1-c1ccc(/C=N/n2cnnc2)o1 | -1 | 44* | -3.2 | 110 | -15 | 18 | 0 | 11 | 15
CCc1ccc(/C=C2/SC(=S)N(CCC(=O)Nc3ccc(C(=O)O)cc3)C2=O)cc1 | 4 | -3.7 | -5.6 | 94 | -22 | . | 3 | -1 | -3
COc1ccccc1NC(=O)N(Cc1ccco1)Cc1cc2c(C)ccc(C)c2[nH]c1=O | 5 | 1.4 | -1.6 | 101 | -20 | 6 | 11 | 4 | 2
CC1CCN(C(=O)Nc2ccc3nsnc3c2)CC1 | 5 | -1.8 | -1.9 | 89 | -1 | 44 | 7 | -6 | 6
Cc1ccc(C)c(NC(=O)CSc2nc3ccccc3nc2N2CCOCC2)c1 | 23 | -0.4 | -2.5 | 92 | -6 | 18 | 8 | -2 | 3
Cc1ccc(C(=O)Nc2ccc(S(=O)(=O)N3CCN(C)CC3)cc2)cc1 | 16 | -0.3 | 2.5 | 114 | 16 | -8 | -14 | 6 | -4
CCOC(=O)c1cc2c(ccc3nc(C)c(C)c32)[nH]c1C | 16 | 2.9 | -1.6 | 101 | 3 | 31 | -51 | 0 | 3
COCCN(CC(=O)NCc1ccc(F)cc1)C(=O)CCC(=O)Nc1nccs1 | -8 | -2.8 | -3.3 | 115 | -16 | -10 | 6 | 9 | -16
O=C(NCCN1CCC(Cc2ccccc2)CC1)C1CCCN(S(=O)(=O)c2cnc[nH]2)C1 (centres undefined) | 0 | -1.3 | -4.6 | . | 5 | -4 | 10 | . | -4
C=CCNC(=O)/C(=C\c1ccc2c(c1)OCO2)NC(=O)c1ccc(Br)cc1 | 12 | 1.6 | -2.8 | . | -15 | 0 | 13 | . | 6
CC(C)CCOc1ncnc2c1sc1nc3c(cc12)CSC(C)(C)C3 | -10 | -3.4 | -3.5 | 99 | -4 | -7 | 0 | 2 | -1
CCCCCC1CCC(C(=O)NNC(=S)NCC)CC1 (centres undefined) | -2 | 0.0 | -0.8 | 90 | -11 | -56 | -1 | -9 | 0

Whole records from above. Screens in order: NALP1 yeast inh, VIM-2 inh, IMP-1 inhibitor, MEKK2 WT-MEK5, FID counter, UBC9 SUMO inh, NS3 helicase inh, MEKK2mut PB1 HTS, PfM18AAP inh
Profile of CC1CCN(C(=O)Nc2ccc3nsnc3c2)CC1 : 5, -1.8, -1.9, 89, -1, 44, 7, -6, 6
Profile of C=CCNC(=O)/C(=C\c1ccc2c(c1)OCO2)NC(=O)c1ccc(Br)cc1 : 12, 1.6, -2.8, ., -15, 0, 13, ., 6

Other results.
SMILES | NALP1 yeast inh | VIM-2 inh | IMP-1 inhibitor | MEKK2 WT-MEK5 | FID counter | UBC9 SUMO inh | NS3 helicase inh | MEKK2mut PB1 HTS | PfM18AAP inh
O=C1CC(N2CCN(C3CCc4ccccc4C3)CC2)C(=O)N1c1ccccc1 (centres undefined) | . | -2.1 | -4.6 | 105 | 5 | . | -8 | 2 | -8
CC(=O)Nc1cccc(-n2nnc(SCC(=O)Nc3ccccc3)n2)c1 | 0 | -1.0 | -2.3 | 99 | -6 | 11 | -4 | 0 | -10
Cn1cc([N+](=O)[O-])c(C(=O)NC2CCCC2)n1 | -3 | -1.6 | -2.1 | 93 | 1 | 10 | 2 | -2 | 5
CCN1CCN(C(=S)c2ccc(Br)cc2)CC1 | 12 | -0.8 | -4.5 | 107 | -1 | 19 | 7 | 7 | 40*
CCOc1ccc(N=C2NC(=O)S/C2=C\c2ccc(O)cc2)cc1 | 11 | -0.1 | 0.3 | 101 | 4 | -27 | -26 | 0 | -2
CCCCn1c(SCC(=O)N2CCCC2)nc2cc(S(N)(=O)=O)ccc21 | 27 | -1.3 | -3.5 | 93 | -26 | 15 | -5 | -2 | 2
O=C(O)c1ccc2c(=O)n3c(nc2c1)/C(=C/c1ccccc1C(F)(F)F)CCCC3 | 15 | -3.1 | -3.3 | 115 | -25 | 9 | 35 | 15 | 2
COC(=O)CN1C(=S)N(c2ccc(Cl)cc2)C(=O)C1CC(=O)Nc1ccc(F)cc1 (centres undefined) | 21 | -0.8 | -2.9 | 97 | 4 | -23 | -3 | 18 | 1
O=C(CSc1nnc(-c2c[nH]c3ccccc23)o1)c1ccc(-c2ccccc2)cc1 | 26 | -1.8 | -4.3 | 98 | -2 | 4 | 4 | 0 | -11
O=C(NCc1ccccc1)c1cnc2n(c1=O)CCS2 | 12 | -1.8 | -2.4 | 108 | 0 | 10 | -2 | 6 | -3
CCC1(CC)Cc2ccccc2C(N)=C1C#N | 2 | 3.3 | 0.5 | 104 | -13 | 7 | 21 | 0 | -15
CCn1nc(C)c(NC(=O)c2ccc(Cl)cc2)c1C | 3 | -3.8 | -1.6 | 102 | -6 | -2 | -6 | -5 | -4
Cc1oc(-c2ccccc2Cl)nc1CS(=O)CC(=O)NCc1cccs1 (centres undefined) | -27 | -4.0 | -4.2 | 98 | -28 | -1 | 11 | 2 | -1
CC1CCCCC1NS(=O)(=O)c1ccc(S(=O)(=O)NCc2ccncc2)cc1 (centres undefined) | 14 | -0.4 | -1.1 | 100 | -13 | 2 | -2 | -3 | 0
O=C(O)CSCC(=O)N1CCCN(c2ccc(C(F)(F)F)cn2)CC1 | -52 | -3.8 | -3.9 | 100 | -6 | 10 | -6 | 1 | 1
COc1ccc(-c2nnc3sc(C(C)N4C(=O)c5ccccc5C4=O)nn23)cc1 (centres undefined) | 19 | -3.6 | -3.9 | 97 | -12 | -1 | 6 | 0 | 4
COCCN(CC(=O)Nc1ccccc1C)S(=O)(=O)c1ccc(S(=O)(=O)N2CCCC2)cc1 | 33 | -4.1 | -0.3 | . | -1 | 14 | 0 | . | 6
Nc1nc2ncc(CNc3ccc(C(=O)N[C@@H](CCC(=O)O)C(=O)O)cc3)nc2c(=O)[nH]1 | 12 | -3.0 | -4.2 | 100 | 4 | 20 | 1 | 2 | 17
CCOC(=O)C1CCN(c2nc3c(C)cccn3c(=O)c2/C=C(\C#N)S(=O)(=O)c2ccccc2)CC1 | 10 | 0.0 | -1.8 | 92 | -37 | 8 | -1 | -7 | -2
CCN(CC)S(=O)(=O)c1cc(-c2nn(C)c(=O)c3ccccc23)ccc1C | 5 | -7.6 | -2.1 | 107 | -15 | 22 | -7 | 3 | -3

Three entries out of the list above, sorted by the value under MEKK2mut PB1 HTS, smallest number first:
| canonical_smiles | NALP1 yeast inh | VIM-2 inh | IMP-1 inhibitor | MEKK2 WT-MEK5 | UBC9 SUMO inh | NS3 helicase inh | MEKK2mut PB1 HTS | PfM18AAP inh |
| --- | --- | --- | --- | --- | --- | --- | --- | --- |
| CCCCCC1CCC(C(=O)NNC(=S)NCC)CC1 (centres undefined) | -2 | 0.0 | -0.8 | 90 | -56 | -1 | -9 | 0 |
| COc1ccc(-c2nnc3sc(C(C)N4C(=O)c5ccccc5C4=O)nn23)cc1 (centres undefined) | 19 | -3.6 | -3.9 | 97 | -1 | 6 | 0 | 4 |
| CC1=CCC(C(=O)O)C(C(=O)Nc2nc3ccc(S(C)(=O)=O)cc3s2)C1 (centres undefined) | -98 | 1.2 | 0.9 | 95 | 10 | -1 | 2 | 1 |

More entries
SMILES | NALP1 yeast inh | VIM-2 inh | IMP-1 inhibitor | MEKK2 WT-MEK5 | FID counter | UBC9 SUMO inh | NS3 helicase inh | MEKK2mut PB1 HTS | PfM18AAP inh
CC(C)[C@@H]1NC(=O)c2cc([N+](=O)[O-])cc(I)c2NCCC[C@@H](C(N)=O)NC(=O)[C@H](CO)NC1=O | 8 | -2.0 | -0.5 | 93 | -5 | 11 | 4 | 6 | -14
Fc1ccccc1OCCn1c(=S)[nH]c2ccccc21 | -6 | -4.5 | -3.1 | 110 | -12 | -6 | 1 | 9 | 5
O=C(NNS(=O)(=O)c1ccccc1F)c1sccc1-n1cccc1 | -6 | -0.7 | -1.4 | 98 | -5 | 12 | 2 | -5 | -1
CCC(C)Sc1nc2c(c(=O)[nH]c(=O)n2C)n1CCc1ccccc1 (centres undefined) | 14 | 0.0 | -2.7 | 103 | -16 | 17 | 4 | -1 | -6
O=S(=O)(c1ccc(S(=O)(=O)N2CCN(C/C=C/c3ccccc3)CC2)cc1)N1CCCC1 | 19 | -0.5 | -3.0 | 106 | -1 | 12 | -6 | 2 | -1
CC(C)=CC(=O)N1CCC(N2CCC(C(=O)NCC3CCCO3)CC2)CC1 (centres undefined) | 17 | -1.1 | -2.2 | 105 | -10 | 7 | 3 | 3 | 0
